RECQ1 inh = qHTS Assay for Inhibitors of RecQ-Like Dna Helicase 1 (RECQ1); RECQ1 DNA unwinding, red fluorescence kinetic read; Potency, µM (titrated, usually from 57.3 µM), without a hit: top-dose activity, negative = inhibition, actives largely listed as inhibitors; hit rate 0.54% among 240,000;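 also: plate controls were vehicle for no effect and no enzyme for full effect; nearly all actives have a fitted effect of over 30% in size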
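RECQ1T1 50 nM; forked duplex (20 bp + 30-nt ss tails) 200 nM, ATP 2 mM final; pH 8.0, 2 mM MgCl2, 2.5 ug/ml poly(dI-dC); 15 min compound preincubation; discontinuous kinetic read over 2 h at RT.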
TRb SRC2 PPI = qHTS for Inhibitors of the Interaction of Thyroid Hormone Receptor and Steroid Receptor Coregulator 2; TRbeta-SRC2 peptide binding, fluorescence polarization; receptor liganded with 1 µM T3; Potency, µM (top dose mostly 106 µM), for inactives: at the highest dose activity change, negative = inhibition, usual class: inhibitors; hit rate 0.065% among 280,000;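 also: plate controls were bound peptide for no effect and peptide without receptor for full effect; nearly all actives have a fitted effect of over 50% in size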
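Binding of a 20-amino-acid Texas Red SRC2 peptide (20 nM) to TRb ligand-binding domain (0.6 uM) with agonist T3 at 1 uM was followed by fluorescence polarization after a 5 hr room-temperature incubation.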
TexasRed fluor = Total Fluorescence Counterscreen for Inhibitors of the Interaction of Thyroid Hormone Receptor and Steroid Receptor Coregulator 2; TRb/SRC2 Texas Red total fluorescence interference; Potency, µM (highest dose often 106 µM), for the others: top-dose fluorescence change, negative = quenching; hit rate 0.29% among 280,000; active = well fitted curve in either direction with a large enough effect; inconclusive = small, poorly fitted or top-dose-only effect
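Flags fluorescent or light-absorbing compounds by total fluorescence, S + 2P, at 555 nm excitation and 632 nm emission. Mixture: 20 nM Texas Red SRC2 peptide, 0.6 uM human TRb LBD, 1 uM T3, 5% DMSO; compound exposure 5 h at ambient temperature.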
GAA inh = qHTS Assay for Inhibitors of Human alpha-Glucosidase as a Potential Chaperone Treatment of Pompe Disease | Lysosomal alpha-glucosidase (Homo sapiens), P10253 | purified human GAA, 4-MU-alpha-glucoside fluorescence | Potency, µM (series often up to 76.9 µM), for inactives: at the top dose activity change, negative = inhibition, usual class: inhibitors | hit rate 0.005% among 200,000 | AID 1466, 2008;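 also: plate controls were uninhibited enzyme wells for no effect and no-enzyme background for full effect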
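Endpoint fluorogenic read: 20 min room-temperature reaction of 4 nM human alpha-glucosidase with 400 uM 4-methylumbelliferyl-alpha-D-pyranoside, pH 5.0, quenched with 1M NaOH/1M glycine pH 10. AC50 from Hill modeling.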
GAA spleen mod = qHTS Assay for Inhibitors and Activators of Human alpha-Glucosidase From Spleen Homogenate. hit rate 0.006% among 240,000. Potency, µM (doses to about 79.9 µM), without a hit: at the highest dose activity change, negative = inhibition, usual class: inhibitors. human spleen homogenate, 4-MU-alpha-glucoside fluorescence. AID 2112, 2009. Lysosomal alpha-glucosidase (Homo sapiens), P10253;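 also: 0% = enzyme with vehicle and -100% = no enzyme basal signal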
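Enzyme source: human spleen homogenate, 1 ug/well. Buffer 50 mM citric acid/K phosphate pH 5.0, 0.01% Tween-20. 4-MU-alpha-glucoside 1 mM; 37 C x 40 min; NaOH/glycine stop; fluorescence.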
RGS12 GoLoco inh = qHTS Assay for Inhibitors of RGS12 GoLoco Motif Activity (Red Fluorophore). AID 880, 2007. hit rate 0.44% among 230,000. Potency, µM (doses to about 61.6 µM), inactives show at the highest dose activity, negative = inhibition, usual class: inhibitors. Gai1:RGS12 GoLoco peptide FP, rhodamine, 10 min; active = well fitted inhibition curve with a large enough effect, not every such curve was filed as active; inactive = no such curve, though single readings can be large or run the other way; also: nearly all actives have a fitted effect of over 30% in size; many of its hits are not listed in these tables
GAA glycogen mod = qHTS Assay for Inhibitors and Activators of Human alpha-Glucosidase Cleavage of Glycogen; Lysosomal alpha-glucosidase (Homo sapiens), P10253; recombinant GAA, glycogen substrate, Amplex Red glucose oxidase fluorescence; Potency, µM (top dose mostly 76.4 µM), for the others: top-dose activity change, negative = inhibition, usual class: inhibitors; hit rate 0.38% among 300,000; AID 2100, 2009;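 also: 0% = full enzyme reaction and -100% = no-enzyme basal signal; the screen sought inhibitors and activators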
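qHTS, 1536-well; enzyme 4 nM final; cpd up to 77 uM; substrate bovine liver glycogen 30 ug; 50 mM citrate/phosphate pH 5.0, 0.01% Tween-20; 37 C, 40 min; Amplex Red detection 45 min RT; Hill fit → AC50.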
L3MBTL1 block = qHTS Assay for the Inhibitors of L3MBTL1; AlphaScreen L3MBTL1–H3K9me1 peptide binding; Potency, µM (top dose mostly 57.1 µM), for inactives: at the top dose activity, negative = inhibition, actives largely listed as inhibitors; hit rate 0.66% among 230,000; also: nearly all actives have a fitted effect of over 60% in size
Target sequence (Q9Y468 whole entry, looked up): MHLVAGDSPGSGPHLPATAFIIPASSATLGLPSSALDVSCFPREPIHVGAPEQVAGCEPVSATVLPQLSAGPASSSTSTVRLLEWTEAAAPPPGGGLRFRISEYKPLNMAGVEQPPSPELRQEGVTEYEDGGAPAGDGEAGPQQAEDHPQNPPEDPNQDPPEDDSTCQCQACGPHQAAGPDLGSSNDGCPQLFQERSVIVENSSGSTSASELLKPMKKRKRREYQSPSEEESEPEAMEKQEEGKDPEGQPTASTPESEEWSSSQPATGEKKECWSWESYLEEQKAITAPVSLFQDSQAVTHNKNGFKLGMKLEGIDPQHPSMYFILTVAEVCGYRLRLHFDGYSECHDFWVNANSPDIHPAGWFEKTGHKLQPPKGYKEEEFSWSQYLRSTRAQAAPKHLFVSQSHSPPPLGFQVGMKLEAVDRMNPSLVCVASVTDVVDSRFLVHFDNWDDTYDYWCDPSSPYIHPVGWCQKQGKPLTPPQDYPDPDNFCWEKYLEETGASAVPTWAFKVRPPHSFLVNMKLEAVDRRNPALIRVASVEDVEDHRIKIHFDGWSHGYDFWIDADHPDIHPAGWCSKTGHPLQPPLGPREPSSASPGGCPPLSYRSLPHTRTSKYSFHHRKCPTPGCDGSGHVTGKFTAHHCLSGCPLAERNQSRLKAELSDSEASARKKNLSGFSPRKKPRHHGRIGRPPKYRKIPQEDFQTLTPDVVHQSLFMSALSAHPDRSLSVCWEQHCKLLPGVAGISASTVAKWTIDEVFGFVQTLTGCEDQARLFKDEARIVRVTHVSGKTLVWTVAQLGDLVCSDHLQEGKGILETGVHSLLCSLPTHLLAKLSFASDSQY
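AlphaScreen proximity signal between nickel-chelate acceptor and streptavidin donor beads (final 10 ug/mL) reports binding of 50 nM L3MBTL1 to 75 nM biotin-H3 K9me1 peptide; complex incubated with compounds 30 min at room temperature; cefsulodin titration as control.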
An asterisk follows results filed as active; i = inactive; ? = inconclusive; . = not tested or not shown; & = joins results of further samples; [ ] = remark or other dose. Unless noted, calls follow the shape of the dose curve; as a rule, active = well fitted curve in the direction sought with a large enough effect; inconclusive = small, poorly fitted or top-dose-only effect, or another doubt; inactive = no such curve, though single readings can be large; an effect the other way counts as inactive or inconclusive. Unless noted, % is scaled to controls: 0 for no effect and ±100 for the full control effect; potency is read from the fitted curve at half-maximal effect. Only part of the results is shown (hit frequency here may not be typical).

SMILES	RECQ1 inh	TRb SRC2 PPI	TexasRed fluor	GAA inh	GAA spleen mod	RGS12 GoLoco inh	GAA glycogen mod	L3MBTL1 block
Cc1onc(-c2c(Cl)cccc2Cl)c1/C(N)=N/OC(=O)N(C)C	i	7%	-1%	-12%	0%	0%	9%	0%
O=C(CNC(=O)c1cccs1)OCC(=O)c1ccc([N+](=O)[O-])cc1	i	-9%[53 µM]	-1%[53 µM]	1%	4%	17%	-11%	60%[activator]
N#CC(O)c1ccccc1 (configuration not stated)	10%	4%	-1%	.	-2%	7%	.	.
CCOC(=O)C1(c2ccccc2)Oc2ccccc2C(c2ccc(OC)cc2)=C1C(=O)OC (configuration not stated)	-13%	3%	-1%	.	7%	-8%	.	0%
CCOP(=O)(OCC)C(NC(=O)c1cccc2ccccc12)C(Cl)(Cl)Cl (configuration not stated)	-13%	-17%[53 µM]	32µM*[quencher]	-4%	-4%	12%	10%	36%[activator]
ClC(Cl)=C(Cl)C(Cl)=C(Cl)Cl	-4%	2%[201 µM]	-2%[201 µM]	.	4%	5%	.	.
O=C1NC(=O)N(Cc2ccco2)C(=O)/C1=C\c1ccc(-c2ccc(F)cc2)o1	25µM*	0%	-4%	.	-13%	14%	3%	.
CN1CCCCC1Cn1cc(C(=O)c2cc([N+](=O)[O-])ccc2I)c2ccccc21 (configuration not stated)	0%	0%	0%	.	4%	.	.	.
[CH3][Hg][Cl]	11%	-4%	-4%	.	8%	25µM*	.	.
CC(=O)O.CC(=O)O.[Cd]	?	-2%	-5%	.	-4%	7%	.	.
CN1CCN(CCOC2c3ccccc3CSc3ccc(Cl)cc32)CC1 (configuration not stated)	-4%	3%	-3%	-17%	3%	-4%	-3%	-9%
CCc1ccc(NC(=O)C(C)OC(=O)c2c(C)nn(Cc3ccccc3)c2Cl)cc1 (configuration not stated)	-8%	4%	0%	-7%	-3%	0%	-4%	8%
OCC12COC3c4ccccc4C(OC1)N32 (configuration not stated)	-2%	-7%	-4%	-3%	-10%	1%	-17%	2%
C[C@@]12CCC(Cl)C[C@H]1CCC1C2CC[C@]2(C)C(=O)CCC12 (some centres not stated)	-2%	-1%	-1%	.	-6%	1%	.	.
O=C(Nc1ccncc1)c1cccn(Cc2ccccc2)c1=O	-1%	-3%	-2%	-4%	-1%	-2%	4%	7%
CC(c1ccccc1)n1cncc1C(=O)O (configuration not stated)	-24%	9%	-6%	0%	3%	-1%	4%	23%[11.4 µM]
CCc1ccc(NC(=O)CN2CC(c3ccccc3)CC2=O)cc1 (configuration not stated)	-2%	0%	-4%	.	0%	-12%	2%	-13%
O=S(=O)(c1ccc(Cl)cc1)c1cc(Cl)c(Cl)cc1Cl	2%	-2%	-5%	.	7%	.	.	.
CC1(C)C2C[C@@H](O)[C@]3(C)C(CC[C@@]4(C)[C@H](c5ccoc5)C[C@H]5O[C@]543)[C@@]2(C)[C@@H](O)C[C@H]1O (some centres not stated)	-23%	3%	-3%	.	2%	9%	.	.
CCN(CC)CCCN=Cc1c(O)n(CCc2ccc(OC)c(OC)c2)c(=O)[nH]c1=O	-3%	0%	-4%	9%	6%	6%	4%	2%

Given bar-delimited: entries from further up
Structure | RECQ1 inh | TRb SRC2 PPI | TexasRed fluor | GAA inh | GAA spleen mod | RGS12 GoLoco inh | GAA glycogen mod | L3MBTL1 block
CCOC(=O)C1(c2ccccc2)Oc2ccccc2C(c2ccc(OC)cc2)=C1C(=O)OC (configuration not stated) | -13% | 3% | -1% | . | 7% | -8% | . | 0%
Cc1onc(-c2c(Cl)cccc2Cl)c1/C(N)=N/OC(=O)N(C)C | i | 7% | -1% | -12% | 0% | 0% | 9% | 0%

A different layout for some results above.
Every second line gives: RECQ1 inh, TRb SRC2 PPI, TexasRed fluor, GAA inh, GAA spleen mod, RGS12 GoLoco inh, GAA glycogen mod, L3MBTL1 block
> CCc1ccc(NC(=O)C(C)OC(=O)c2c(C)nn(Cc3ccccc3)c2Cl)cc1 (configuration not stated)
→ -8%, 4%, 0%, -7%, -3%, 0%, -4%, 8%
> OCC12COC3c4ccccc4C(OC1)N32 (configuration not stated)
→ -2%, -7%, -4%, -3%, -10%, 1%, -17%, 2%

Five neighbouring entries out of the list so far:
SMILES	RECQ1 inh	TRb SRC2 PPI	TexasRed fluor	GAA inh	GAA spleen mod	RGS12 GoLoco inh	GAA glycogen mod	L3MBTL1 block
CC(c1ccccc1)n1cncc1C(=O)O (configuration not stated)	-24%	9%	-6%	0%	3%	-1%	4%	23%[11.4 µM]
CCc1ccc(NC(=O)CN2CC(c3ccccc3)CC2=O)cc1 (configuration not stated)	-2%	0%	-4%	.	0%	-12%	2%	-13%
O=S(=O)(c1ccc(Cl)cc1)c1cc(Cl)c(Cl)cc1Cl	2%	-2%	-5%	.	7%	.	.	.
CC1(C)C2C[C@@H](O)[C@]3(C)C(CC[C@@]4(C)[C@H](c5ccoc5)C[C@H]5O[C@]543)[C@@]2(C)[C@@H](O)C[C@H]1O (some centres not stated)	-23%	3%	-3%	.	2%	9%	.	.
CCN(CC)CCCN=Cc1c(O)n(CCc2ccc(OC)c(OC)c2)c(=O)[nH]c1=O	-3%	0%	-4%	9%	6%	6%	4%	2%

The results go on.
SMILES	RECQ1 inh	TRb SRC2 PPI	TexasRed fluor	GAA inh	GAA spleen mod	RGS12 GoLoco inh	GAA glycogen mod	L3MBTL1 block
CC(CCc1ccccc1)NC(C)C(O)c1ccc(O)cc1 (configuration not stated)	-11%&-7%	0%&6%&0%&6%	-5%&-5%&0%&-1%	2%[15.4 µM]	0%&-2%&-8%&-7%	5%&7%&-8%&26%	0%	4%
NC(=O)CSP(=O)(c1ccccc1)c1ccccc1	4%	-2%	2%	6%	-3%	-9%	-2%	0%
C=Cn1ccnc1P(=S)(c1c(C)nn(-c2ccccc2)c1C)c1nccn1C=C	10%	-6%	-3%	-2%	4%	2%	3%	-6%
C=CCNC(=S)Nc1ccc(OC(=O)Nc2ccc(Cl)c(Cl)c2)cc1	i	0%	2%	.	0%	-2%	?	.
CCN(CC)C1=NC(=[N+](CC)CC)c2ccccc21	i	-12%	-1%	1%	-15%	5%	-3%	6%
CC(C)(C)N1C(=O)NC(=O)/C(=C\c2ccc3c(c2)CCN3CCCCl)C1=O	?	-8%	12%	.	-5%	180%[activator]	-6%	.
Clc1ccc(CSC(Cn2ccnc2)c2ccc(Cl)cc2Cl)cc1 (configuration not stated)	-12%&-18%	0%&-5%	1%&0%	-8%[15.4 µM]	-2%&-2%	8%&1%	-4%	-21%
Cc1ccc(N2C(=O)NC(=O)/C(=C/c3cnn(-c4ccc(C)cc4)c3)C2=O)cc1	-5%	0%	1%	0%	-7%	9%	2%	0%
BrCCBr	-2%	-1%[201 µM]	-2%[201 µM]	.	5%	1%	.	.
Cc1cc(C)c(Cn2c(C(=O)O)c(C=O)c3ccccc32)c(C)c1	-6%	4%	1%	0%	-5%	182%[activator]	-3%	.
Cc1ccccc1-n1c(O)c(C(c2ccncc2)c2c(O)n(-c3ccccc3C)c(=O)[nH]c2=O)c(=O)[nH]c1=O	-4%&-3%	-5%&5%	-4%&-2%	.	-1%&6%	-13%&-4%	-6%&-8%	.
Cc1[nH]c2c(Cl)cccc2c1CCN	i	-18%	-2%	-1%	0%	10%	4%	-7%
CCCCCCCSc1cc(OC)c(CCN(C)C)cc1OC	-7%	-4%	1%	?	-6%	-1%	-2%	?
CCN1C(=O)C(=C2C=C(C)OC(C)=C2)C(=O)N(CC)C1=S	-3%	-7%	-3%	-5%	4%	76%[activator]	14%	-8%
CCc1ccc(NP(=O)(Oc2ccccc2F)Oc2ccccc2F)cc1	-32%	3%	3%	-5%	2%	12%	-10%	7%
O=C(c1ccc(CNS(=O)(=O)c2ccccc2)cc1)N1CCC2(CC1)OCCO2	-15%	0%	1%	-5%[15.4 µM]	-4%	4%	7%	-9%
CN(C)/C=C/C(=O)C(Cl)(Cl)Cl	-16%	-4%	-2%	3%	-2%	-5%	2%	.
N=C1C(c2ccccc2)=C(O)CN1Cc1ccco1	-3%	-3%	0%	?	-7%	6%	-1%	3%
Fc1ccc2c(c1)nnn2C1CCN(Cc2ccccc2)CC1	i	-14%	-2%	-2%	-4%	-4%	5%	.
Cc1ccc(S(=O)(=O)NN)c(C)c1N1CCCC1=O	-4%	-6%	-5%	.	2%	-2%	-4%	56%[activator]
CC(=O)OC1(Cc2ccccc2)CN2CCC1c1ccccc12 (configuration not stated)	i	-2%	-1%	-3%	-8%	7%	9%	1%
CCN(CC)P(=O)(/C=C(\Cl)c1ccccc1)/C=C(\Cl)c1ccccc1	-6%	0%	-1%	-4%	-1%	3%	0%	.
O=[N+]([O-])c1cccc(C2N3CCCN23)c1 (configuration not stated)	i	3%	1%	3%	1%	8%	21%	9%[11.4 µM]
CCCc1nc2ccc(Br)cc2c(=O)n1-c1ccc([N+](=O)[O-])c(C(F)(F)F)c1	1%	2%	-4%	-5%	0%	.	3%	-2%

Screening data from PubChem.
